PTAP TSG101 blk = blocks PTAP/TSG101 interaction to inhibit HIV-1 budding. Q99816. Fluorescence polarization, FITC-PTAP peptide / Tsg101 binding. Potency, µM (highest dose often 115 µM), for inactives: top-dose activity change, negative = inhibition, usual class: inhibitors. 340,000 tested, under 10 active. AID 493005; active means well fitted inhibition curve with a large enough effect in the main read-out, with a control signal flat, not every such curve was filed as active; inconclusive means small, poorly fitted or top-dose-only effect, or effect the other way, or a change in a side signal; inactive means no such curve, though single readings can be large or run the other way; further: potency means the concentration at half of the fitted maximal effect; % of control where 0% means no effect
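Fluorescence anisotropy tracks displacement of a FITC-tagged PTAP peptide (50 nM) from the Tsg101 binding domain (10 uM), following a 20 min room-temperature incubation at pH 7.5.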
ASM inhibitor = human S-ASM enzyme inhibition; Potency, µM (highest dose often 57.5 µM), inactives show at the highest dose activity change, negative = inhibition, hits mostly inhibitors; hit rate 0.006% among 340,000; placental ASM, HMU-PC fluorogenic substrate, 60 min; further: potency means the concentration at half of the fitted maximal effect
Target sequence (P17405 47-631 limits assumed): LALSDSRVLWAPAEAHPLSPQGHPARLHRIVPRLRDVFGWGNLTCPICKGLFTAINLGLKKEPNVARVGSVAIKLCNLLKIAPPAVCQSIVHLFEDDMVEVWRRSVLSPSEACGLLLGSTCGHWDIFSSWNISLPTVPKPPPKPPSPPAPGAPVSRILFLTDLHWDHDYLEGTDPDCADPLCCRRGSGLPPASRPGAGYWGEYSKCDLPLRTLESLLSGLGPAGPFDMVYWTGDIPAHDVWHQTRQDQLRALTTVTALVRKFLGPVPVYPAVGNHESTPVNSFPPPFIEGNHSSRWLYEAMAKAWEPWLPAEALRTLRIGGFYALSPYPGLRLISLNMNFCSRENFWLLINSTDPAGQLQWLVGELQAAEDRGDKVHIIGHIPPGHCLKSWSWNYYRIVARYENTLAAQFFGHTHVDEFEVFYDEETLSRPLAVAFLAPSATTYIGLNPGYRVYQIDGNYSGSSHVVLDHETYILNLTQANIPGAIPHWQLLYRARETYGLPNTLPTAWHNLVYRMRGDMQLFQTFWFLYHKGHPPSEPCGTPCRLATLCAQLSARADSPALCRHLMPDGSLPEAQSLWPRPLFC
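Human placenta-derived ASM preincubated with compound 10 min at room temperature, then reacted with 9 uM (final) fluorogenic HMU-PC substrate for 60 min at 37 C. Stop solution raises pH to 10; fluorescence read at Ex 386/Em 447 nm.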
a7 integrin act = integrin-mediated muscular dystrophy alleviation activation. alpha7betagal myoblasts, beta-gal FDG fluorescence, 48 h. Potency, µM (highest dose often 38.3 µM), for the others: at the highest dose activation, usual class: activators. hit rate 0.064% among 350,000;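 further: potency means the concentration at half of the fitted maximal effect; 100% = response of the positive control SU9516; nearly all actives have a fitted effect of over 60% in size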
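alpha7betagal+/- myoblasts (passage 13, 250/well) treated 48 h at 37C with compounds at 1:260 dilution of DMSO stock. Lysed, then beta-galactosidase activity read as FDG fluorescence (ex 480/em 540) after 30 min, with pre-read for autofluorescence.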
AT treatment = candidate therapy for ataxia-telangiectasia. […] A-T fibroblasts, KAP-1 phosphorylation AlphaLISA; neocarzinostatin DNA damage 30 min before lysis. Potency, µM (titrated, usually from 57.5 µM), for the others: top-dose activation, usual class: activators. hit rate 0.19% among 320,000. AID 485349; further: potency means the concentration at half of the fitted maximal effect; % of control where 0% means no effect; nearly all actives have a fitted effect of over 45% in size
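ATM-like activity read as KAP-1 phosphorylation via AlphaLISA donor/acceptor antibody pairs after lysis and 6 hr at 25C. Cells were ATM-null patient fibroblasts ([…], hTERT), dosed 60 min, then exposed to the DSB inducer NCS for 30 min.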
Mito fusion act = blocks mitochondrial division or promotes mitochondrial fusion | AID 485298 | S. cerevisiae fusion-defective mutant growth rescue, CellTiterGlo 48 h | Potency, µM (top dose mostly 46.1 µM), for inactives: at the top dose growth rescue (activation), hits mostly activators | hit rate 0.23% among 320,000;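 further: potency means the concentration at half of the fitted maximal effect; % of control where 0% means no effect; nearly all actives have a fitted effect of over 45% in size; temperature-sensitive fusion mutants such as fzo1-1 at 37 °C on non-fermentable ethanol glycerol medium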
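Compounds are tested for their ability to restore growth of mitochondrial fusion-defective yeast strains at non-permissive 37C in YPEG medium over 48 hours. Viability is quantified by luciferase luminescence.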
Tb PFK inh = inhibitors of T. brucei phosphofructokinase. O15648. T. brucei PFK, ADP-Glo luminescence. Potency, µM (doses to about 57.5 µM), without a hit: top-dose activity, negative = inhibition, most hits filed as inhibitors. hit rate 0.17% among 330,000. AID 485367;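 further: potency means the concentration at half of the fitted maximal effect; 0% = uninhibited 1x PFK enzyme wells and -100% = no-enzyme wells; nearly all actives have a fitted effect of over 60% in size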
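1.25 nM PFK with 0.5 mM F6P and 0.1 mM ATP in 0.1 M TEA pH 8.0, 5 mM MgCl2, incubated 45 min at room temperature; ADP measured by ADP-Glo luminescence; compounds titrated up to 57 uM.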
TSHR antagonist = human thyrotropin receptor antagonism; TSHR-expressing cells, TSH-stimulated cAMP HTRF, 2 h; stronger effect = lower value; activity change, negative = inhibition, % at 11.5 µM; hit rate 0.2% among 330,000;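 active means activity change below a set negative limit, meaning inhibition stronger than a set level, cut at about -70% in these data; inconclusive means activity change between two set negative limits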; further: on the % scale 0 is the no-effect control and ±100 the full control effect
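Read-out is FRET at 665 nm (cryptate excitation 337 nm) from a cryptate-tagged anti-cAMP antibody, competed by cell cAMP against cAMP-d2. Compounds are tested on freshly harvested TSHR cells challenged with 4nM TSH (EC80) for 2 hours at 37 deg C.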
Eya2 inh = blocks the phosphatase activity of human Eya2; O00167; recombinant Eya2, OMFP fluorescence dephosphorylation (OMFP is methylfluorescein phosphate); Potency, µM (highest dose often 76.9 µM), for the others: at the highest dose activity, negative = inhibition, most hits filed as inhibitors; hit rate 0.006% among 330,000; further: potency means the concentration at half of the fitted maximal effect; on the % scale 0 is the no-effect control and ±100 the full control effect
Target sequence (O00167 whole entry, looked up): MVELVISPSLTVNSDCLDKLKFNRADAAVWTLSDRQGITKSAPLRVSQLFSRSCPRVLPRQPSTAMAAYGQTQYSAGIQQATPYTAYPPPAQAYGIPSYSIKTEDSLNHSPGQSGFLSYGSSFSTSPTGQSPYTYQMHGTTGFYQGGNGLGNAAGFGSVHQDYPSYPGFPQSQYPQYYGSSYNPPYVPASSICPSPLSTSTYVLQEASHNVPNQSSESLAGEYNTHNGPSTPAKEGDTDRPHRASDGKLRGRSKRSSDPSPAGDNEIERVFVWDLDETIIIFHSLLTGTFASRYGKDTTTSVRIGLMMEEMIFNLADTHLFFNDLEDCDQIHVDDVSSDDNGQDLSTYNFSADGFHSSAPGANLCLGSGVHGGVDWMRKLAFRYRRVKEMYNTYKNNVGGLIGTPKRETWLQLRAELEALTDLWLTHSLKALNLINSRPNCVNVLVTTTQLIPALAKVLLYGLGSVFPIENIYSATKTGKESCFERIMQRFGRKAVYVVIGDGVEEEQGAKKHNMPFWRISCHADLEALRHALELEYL
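Eya2 (0.2 uM) preincubated 10 min at ambient with compound, then OMFP substrate added at 50 uM; 10 min reaction in 50 mM HEPES pH 7.5, 50 mM NaCl, 5 uM MgCl2, 0.05% BSA, 1 mM DTT. Fluorescence read at Ex 485/Em 525 nm.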
ELG1 repair inh = inhibitors of ELG1-dependent DNA repair in HEK293T cells; HEK293T ELG1-luciferase reporter, luminescence, 16 h; DNA damage induced by 5-fluorouridine; Potency, µM (titrated, usually from 46.1 µM), for inactives: top-dose activity change, negative = inhibition, hits mostly inhibitors; hit rate 2.3% among 330,000; further: potency means the concentration at half of the fitted maximal effect; on the % scale 0 is the no-effect control and ±100 the full control effect; nearly all actives have a fitted effect of over 55% in size
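Overnight (16 hr) co-exposure of 2,000 cells/well to 5-fluorouridine and compound at 37 °C preceded detection. Luciferase was quantified via ONE-Glo luminescence; loss of signal denotes inhibition.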
TCR activator = activates T cell receptor signaling. 330,000 tested, under 10 active. Potency, µM (top dose mostly 9.22 µM), for the others: at the highest dose activation of IL-2 secretion, actives largely listed as activators. primary human leukocytes, anti-CD3, IL-2 HTRF, 48 h. AID 504894; further: % of control where 0% means no effect
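Primary human leukocytes receive a-CD3 beads and test compound and are incubated 48 hr. Secreted IL-2 is then assayed by HTRF, measuring 665nm acceptor emission after 320nm excitation of the europium donor.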
BCR signal inh = blocks chronic active B-cell receptor signaling | ABC-DLBCL IkBa-CBG/CBR reporter, luminescence ratio, 4 h | Potency, µM (titrated, usually from 46.1 µM), for inactives: top-dose ratio change, negative = lower green/red ratio, actives largely listed as inhibitors | hit rate 0.05% among 340,000 | AID 493014; active means well fitted inhibition curve with a large enough effect in the signal ratio, with a control signal flat, not every such curve was filed as active; inconclusive means small, poorly fitted or top-dose-only effect, or effect the other way, or a change in a side signal; the % refers to the signal ratio;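 further: potency means the concentration at half of the fitted maximal effect; plate controls were basal doxycycline-induced cells for no effect and cells given 10 µM MG132 for full effect; MG132 reads +100%, hits lower the ratio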
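Doxycycline induced both beetle luciferases in TMD8 lymphoma cells; IKK-driven degradation limits the IkappaBalpha-fused green signal, while red luminescence normalises for cell number and nonspecific effects. Compounds tested up to 46 uM, 4 hrs.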
* marks the source's active call; other numbers are inactive results; i = inactive; ? = inconclusive; nt = no result given; [ ] = remark or other dose. Unless noted, the call rests on the fitted dose curve; in most records, active means well fitted curve in the direction sought with a large enough effect; inconclusive means small, poorly fitted or top-dose-only effect, or another doubt; inactive means no such curve, though single readings can be large; an effect the other way counts as inactive or inconclusive. Not a hit list (roughly 3.2% active in at least one column).

SMILES	PTAP TSG101 blk	ASM inhibitor	a7 integrin act	AT treatment	Mito fusion act	Tb PFK inh	TSHR antagonist	Eya2 inh	ELG1 repair inh	TCR activator	BCR signal inh
COCCNC(=O)C(=O)NCC(c1ccc2c(c1)OCO2)N1CCN(c2ccc(F)cc2)CC1 (centres undefined)	-6%	3%	19%	-5%	13%	-1%	39	-10%	5%	14%	?
CN(C(=O)CC1C(=O)NCCN1Cc1ccc(F)c(F)c1)C1CCCCC1 (centres undefined)	-3%	29%	2%	-2%	0%	0%	5	-3%	10%	-27%	0%
Cc1cc(C(=O)NCCC2=CCCCC2)c(C)o1	0%	1%	6%	?	-6%	-11%	1	7%	?	-3%	?
O=C(Nc1ccc(C(=O)O)cc1)/C(=C\C=C\c1ccccc1)NC(=O)c1cccc(Br)c1	-3%	-4%	25%	5%	-2%	21%	-23	-21%	8%	1%	?
CNC(=O)c1cc(C)c(-c2ccccc2)s1	-1%	-1%	-18%[7.66 µM]	8%	14%	-6%	1	8%	?	nt	1%
O=c1[nH]c2ccccc2nc1CCc1ccccc1	0%	2%	11%	-1%	5%	2%	-5	-27%	?	nt	?
CCN=C1S/C(=C\c2ccc(Sc3ccc(Cl)cc3)o2)C(=O)N1CC	-2%	34%	20%	5%	0%	2%	-7	0%	-11%	2%	-2%
CCOc1ncccc1C(=O)N=C1SCCN1C(=O)c1cccnc1OCC	-1%	-3%	18%	3%	-10%	3%	-1	0%	-4%	-2%	?
O=C(CSc1nnnn1-c1cccnc1)NCc1cccs1	-3%	2%	6%	-5%	2%	-3%	-3	-4%	-6%	6%	-1%
Cc1ccccc1OCCn1cc(/C=C(\C#N)C(=O)NCc2ccco2)c2ccccc21	3%	2%	-13%	7%	-6%	-13%	-6	-4%	7%	1%[46.1 µM]	-3%
COc1ccccc1Oc1ccc(S(=O)(=O)N2CCCCC2)cc1NC(=O)CCNC(C)=O	nt	1%	9%	8%	2%	0%	-9	0%	3%	-4%	-6%
C=C(C)C1CC=C(C)/C(=N\NC(=O)CNc2cccc3ccccc23)C1 (centres undefined)	-9%	20%	3%	0%	-1%	-2%	6	-4%	6%	1%[46.1 µM]	?
Cc1ccc(S(=O)(=O)NCCC(=O)NC2CCCC2)cc1	-5%	4%	-15%	0%	-1%	1%	-4	-24%	25%	-3%	-7%
CCOC(=O)c1ccc(NS(=O)(=O)c2ccc3c(c2)CCCN3C(C)=O)cc1	-5%	0%	-21%	nt	6%	1%	13	2%	-21%	-8%	-2%
CNC(=O)C(=O)Nc1nc(C23CC4CC(CC(C4)C2)C3)cs1	3%	2%	1%	1%	0%	-2%	-8	3%	?	5%	?
Cc1ccccc1N1CCN(CC(=O)Nc2nc(C)c(C(=O)N(C)C)s2)CC1	-2%	1%	10%	6%	-1%	1%	12	3%	-9%	nt	-2%
O=C(O)CCn1cc(-c2ccc(F)cc2)nc1-c1ccncc1	1%	8%	7%	4%	-6%	-7%	1	0%	22%	6%	-2%
CC12CCC(=O)N1C(C(=O)N1CCN(S(=O)(=O)c3ccc(Br)cc3Cl)CC1)CS2 (centres undefined)	2%	-9%	41%	2%	-1%	-2%	3	-2%	?	3%	3%
CCCCn1c(=O)c(-[n+]2ccccc2)c([O-])c2ccccc21	-6%	0%	-45%	nt	-2%	-1%	11	-22%	-3%	2%	-13%
COc1ccccc1-n1nnnc1SCc1cc2c(cc1Br)OCO2	-1%	0%	-23%	9%	9%	-4%	-20	-9%	-2%	2%	?
CCCCc1cc(=O)oc2c(CN3CCCC3)c(O)c(Cl)cc12	-14%	i	-16%[7.66 µM]	22µM*	2%	-5%	11	-17%	-9%	-1%	9%
C/C(=N\NC(=O)c1ccccc1)c1cccc(Br)c1	-7%	0%	10%	4%	4%	-10%	8	1%	?	nt	?
COc1cccc(CN2CC(C(=O)N(C)C3CCOCC3)CCC2=O)c1 (centres undefined)	-6%	2%	-1%	-4%	-2%	1%	5	-7%	18%	0%	2%
CCn1cc(CCCC(=O)NCc2ccccc2OC)c2ccccc21	-3%	1%	17%	-4%	-2%	1%	5	-12%	?	3%	-2%
COc1ccc(CCNS(=O)(=O)c2ccc(OC)cc2)cc1	-5%	0%	20%	-3%	6%	0%	20	-7%	2%	2%	2%
CCOC(=O)c1c(O)cc(C)cc1Nc1ccccc1	2%	43%	16%	?	-6%	-1%	-1	-1%	2%	-3%	?
CN1CCc2c(sc(NC(=O)c3ccc(S(=O)(=O)N4CCCCCC4)cc3)c2C(N)=O)C1	13%	11%	-51%[inhibitor]	11%	5%	-5%	-2	13%	10%	nt	-1%
COc1ccc(OC)c(Nc2nc3ccccc3n3cnnc23)c1	0%	11%	12%	-7%	4%	1%	-9	2%	15µM*	-10%	-15%
O=C(O)CC1CCS(=O)(=O)C1 (centres undefined)	0%	3%	20%	-4%	5%	2%	-5	-19%	0%	nt	2%
COC(=O)CSc1nc(NC(C)(C)C)nc(N(C)C)n1	1%	0%	12%	0%	-2%	2%	1	-5%	?	-2%	?
O=C(CCl)Nc1cc2[nH]c(=O)[nH]c2cc1Br	0%	-3%	-73%[inhibitor]	6%	5%	24%	-6	3%	?	0%	?
Cc1ccc(NC(=O)CSc2nc3ccccc3c(=O)n2CCCC(=O)NCCCN2CCOCC2)cc1C	-2%	-3%	-37%	1%	-17%	0%	-3	-9%	-21%	nt	?
O=C(O)c1cc([N+](=O)[O-])c(Sc2nc3ccccc3[nH]2)c([N+](=O)[O-])c1	-4%	1%	-9%	-21%	3%	-3%	2	2%	8%	-5%	1%
CCC(CCC(=O)Nc1ccn(-c2ccccc2)n1)C(=O)O (centres undefined)	-2%	2%	-20%	1%	-3%	-3%	35	-32%	?	-4%	?
CCCCCCCCCCn1c2c(c(=N)c3c1CCC3)CCC2	-3%	?	-63%[inhibitor]	-4%	-15%	2%	-37	-18%	?	-4%	?
CSCCNC(=O)c1ccc(OC2CCN(CCc3ccccc3)CC2)cc1	1%	3%	-40%	-1%	-3%	2%	8	8%	6%	-4%	-9%
CC[C@@]1(c2ccccc2OC)C(=O)N(C(=O)OC)N1C(=O)OC	0%	1%	?	-4%	1%	-1%	22	0%	-11%	10%	?
CCOc1ncccc1C(=O)Nc1ccc2c(c1)OCCCO2	-1%	nt	22%	8%	15%	0%	-6	12%	6%	1%	11%
O=C(CCC(=O)N1CCN(c2ccccc2F)CC1)N1CCN(c2ccccc2)CC1	1%	1%	-6%	5%	1%	2%	5	3%	6%	1%	3%
CCOC(=O)CSC1=C(C#N)C(c2ccc(C)o2)CC(=O)N1 (centres undefined)	-5%	3%	-24%	-9%	-2%	-5%	10	-1%	-3%	-11%[46.1 µM]	?

Reprinted from the part before: 2 entries, then new ones.
SMILES	PTAP TSG101 blk	ASM inhibitor	a7 integrin act	AT treatment	Mito fusion act	Tb PFK inh	TSHR antagonist	Eya2 inh	ELG1 repair inh	TCR activator	BCR signal inh
O=C(CCC(=O)N1CCN(c2ccccc2F)CC1)N1CCN(c2ccccc2)CC1	1%	1%	-6%	5%	1%	2%	5	3%	6%	1%	3%
CCOC(=O)CSC1=C(C#N)C(c2ccc(C)o2)CC(=O)N1 (centres undefined)	-5%	3%	-24%	-9%	-2%	-5%	10	-1%	-3%	-11%[46.1 µM]	?
CSc1ncc(S(=O)(=O)c2ccccc2)c(=O)[nH]1	0%	-2%	?	2%	-3%	-11%	20	4%	12%	-9%	3%
CCOc1cc(/C=N/NC(N)=O)cc(Br)c1OCc1ccccc1	-2%	-23%	?	-4%	-1%	-2%	8	-1%	3%	0%	-1%
Cc1sc(NC(=S)NC(=O)c2cccs2)nc1-c1ccc(C(C)C)cc1	2%	-5%	-18%[7.66 µM]	-5%	2%	-8%	-8	-14%	11%	1%	1%
Nc1c(/C=C2/C=CC(=O)C(O)=C2)c(=O)nc2sc(CC(=O)N3CCCC3)nn12	-1%	-1%	-3%	-4%	-1%	?	-3	-5%	?	1%	0%
